# Gli-Sufu block = Gli-Sufu pathway antagonism; Sufu-KO-LIGHT fibroblasts, Gli luciferase reporter luminescence; inhibition, % at 5 µM; 340,000 compounds, 0.74% hits; AID 588413;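 active means inhibition above about 55%, limit read from the data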;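 further: 0% = DMSO-treated cells and 100% = wells with medium but no cells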
# UPR CHOP act = apoptotic UPR (CHOP) activation; AID 449763; activation, % at 10 µM; CHO-CHOP luciferase reporter, luminescence; percent of tunicamycin response over DMSO baseline; 330,000 compounds, 0.34% hits;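 active means at 10 µM dose, activation of 40% or more, normalized to positive control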;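 further: 100% = tunicamycin at 10 µg/mL and 0% = DMSO alone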
#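 System: CHO CHOP reporter cells. Amount: 500 cells per well. Buffer or medium: F12 medium, 10% FBS. Compound dosing: one dose, 10 µM in 0.5% DMSO. Incubation: 6 h compound exposure at 37 °C after overnight seeding. Technique: Steady-Glo luciferase luminescence. Benchmarks: tunicamycin and DMSO controls.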
# 697 NFkB inh = inhibitors of the PMA/ionomycin-induced NF-kB reporter in 697 B cells. inhibition, % at 4 µM. 697 B-cell NF-kB luciferase reporter, 16 h. 330,000 compounds, 0.33% hits; in the data active means inhibition above about 35%
# CCR6 antag = blocks CCL20-driven beta-arrestin recruitment at human CCR6 | P51684 | CHO-K1 CCR6 PathHunter beta-arrestin, luminescence, CCL20-stimulated | inhibition, % at 20 µM | 340,000 compounds, 0.49% hits | AID 493098;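 active means compounds whose inhibition of the agonist-driven luminescence signal at 20 µM reaches about 50%, limit read from the data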;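 further: cells stimulated with CCL20 at 14 nM final; plate controls were DMSO with CCL20 for no effect and DMSO without agonist for full effect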
# Target sequence (P51684 whole entry, looked up): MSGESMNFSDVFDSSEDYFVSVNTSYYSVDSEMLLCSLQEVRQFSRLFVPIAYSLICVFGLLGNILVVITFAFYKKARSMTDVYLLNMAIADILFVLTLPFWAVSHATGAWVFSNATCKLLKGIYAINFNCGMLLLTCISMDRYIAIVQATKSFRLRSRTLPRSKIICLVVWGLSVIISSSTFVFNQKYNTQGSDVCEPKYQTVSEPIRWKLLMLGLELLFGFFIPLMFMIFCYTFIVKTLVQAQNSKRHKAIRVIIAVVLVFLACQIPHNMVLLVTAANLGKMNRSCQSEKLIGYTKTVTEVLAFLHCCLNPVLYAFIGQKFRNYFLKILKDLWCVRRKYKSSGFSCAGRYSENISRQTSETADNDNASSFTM
# Jurkat NFkB inh = inhibitors of the PMA/ionomycin-induced NF-kB reporter in Jurkat cells; AID 435003; 330,000 compounds, 0.53% hits; inhibition, % at 4 µM; PMA/ionomycin-induced NF-kB luciferase reporter, luminescence; in the data active means inhibition above about 50%
# CXCR6 block = CXCR6 (human) receptor inhibition | CHO-K1 PathHunter CXCR6 beta-arrestin, luminescence | inhibition, % at 20 µM | 360,000 compounds, 0.36% hits; in the data active means inhibition above about 34%, passing the limit was not always enough;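 further: antagonist mode with CXCL16 agonist at 10 nM final; 0% = 10 nM CXCL16 with DMSO and 100% = unstimulated wells without agonist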
# Target sequence (O00574 whole entry, looked up): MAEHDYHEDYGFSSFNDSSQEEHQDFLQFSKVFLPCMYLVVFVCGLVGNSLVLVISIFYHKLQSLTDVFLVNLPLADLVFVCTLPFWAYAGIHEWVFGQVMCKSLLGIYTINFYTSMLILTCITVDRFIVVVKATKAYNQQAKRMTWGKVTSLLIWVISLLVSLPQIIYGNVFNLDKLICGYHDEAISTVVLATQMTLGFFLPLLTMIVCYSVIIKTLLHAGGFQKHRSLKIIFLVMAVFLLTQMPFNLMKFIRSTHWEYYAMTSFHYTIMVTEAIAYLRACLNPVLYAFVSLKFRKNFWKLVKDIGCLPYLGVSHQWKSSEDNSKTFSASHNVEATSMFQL
# Mdm2-MdmX inh = human Mdm2/MdmX binding inhibition | O15151+Q00987 | SaOS-2 split-luciferase Mdm2/MdmX complementation, luminescence | inhibition, % at 8 µM | 330,000 compounds, 3% hits | AID 485346;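 active means inhibition of at least 50% at 8 µM in the primary screen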
# XBP1 UPR activ = activators of adaptive arm of unfolded protein response (XBP1); CHO-XBP1 luciferase reporter, IRE1-XBP1 UPR activation, luminescence; percent of tunicamycin response, DMSO as zero; activation, % at 20 µM; 330,000 compounds, 0.33% hits; AID 463104;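 active means versus positive control, 20 µM dose yields 30% or more activation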;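 further: 100% = tunicamycin at 10 µg/mL and 0% = DMSO only wells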
#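 Signal: luciferase luminescence; Assay system: CHO-XBP1 luciferase reporter cells; Amount: one thousand reporter cells per well; Dosing: 20 µM single concentration, DMSO 1%; Benchmarks: high control tunicamycin 10 µg/mL final, low control DMSO vehicle only; Schedule: 6 h compound exposure at 37 °C, 5% CO2; Evaluation: percent activation relative to tunicamycin reference.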
# EBI2 block = EBI2 (human) antagonism | 360,000 compounds, 0.81% hits | AID 651636 | EBI2 beta-arrestin recruitment, luminescence, 7a,25-OHC stimulated | inhibition, % at 5 µM; in the data active means inhibition above about 38%;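 further: enzyme fragment complementation signal reports receptor beta-arrestin coupling in cells; 0% = agonist plus DMSO wells and 100% = wells without agonist; some results beyond the cut were filed as inactive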
# Target sequence (P32249 whole entry, looked up, the tested form may be a part): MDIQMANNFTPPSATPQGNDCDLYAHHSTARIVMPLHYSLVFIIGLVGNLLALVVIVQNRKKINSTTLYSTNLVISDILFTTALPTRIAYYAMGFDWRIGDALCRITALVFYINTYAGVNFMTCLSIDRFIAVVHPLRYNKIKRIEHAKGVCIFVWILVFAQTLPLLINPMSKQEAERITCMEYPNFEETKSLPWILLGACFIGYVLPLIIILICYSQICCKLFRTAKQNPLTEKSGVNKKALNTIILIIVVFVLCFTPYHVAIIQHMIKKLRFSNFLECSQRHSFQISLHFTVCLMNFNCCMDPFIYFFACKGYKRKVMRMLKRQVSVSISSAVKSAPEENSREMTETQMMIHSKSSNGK
# An asterisk follows results filed as active; . = not tested or not shown. Not a hit list. About 5% of those tested had a hit in this group.
SMILES,Gli-Sufu block,UPR CHOP act,697 NFkB inh,CCR6 antag,Jurkat NFkB inh,CXCR6 block,Mdm2-MdmX inh,XBP1 UPR activ,EBI2 block
O=Cc1cccc(Oc2ccc([N+](=O)[O-])cc2[N+](=O)[O-])c1,-1,-0.5,5,-20,-15,-7,64*,-2,-4
COC(=O)C1=Cc2cc(OC)cc([N+](=O)[O-])c2OC1N1CCOCC1 (configuration not stated),3,-1.5,1,-2,5,4,1,-2,1
NC(=S)NNC(=O)c1cccc(Br)c1,.,-1.4,3,.,-1,.,-17,2,.
c1ccc(Nc2scc(-c3ccccc3)[n+]2Cc2ccco2)cc1,-13,5.8,-128,25,-92,10,-105,1,32
CCOC(CC(=O)NNC(=O)c1c(-c2c(Cl)cccc2Cl)noc1C)OCC,5,2.3,6,2,15,-4,0,-1,5
Cc1cccc(CSc2nnc(NC(=O)CSc3nnc(C)s3)s2)c1,-15,-1.5,-67,-1,-6,1,-9,2,1
Cc1cc(Nc2cccc(Cl)c2)n2ncnc2n1,-3,-2.5,8,10,-2,-1,5,1,-10
Nn1c(-c2ccccc2)cc(-c2ccccc2)cc1=O,-11,0.6,9,-1,-2,3,-3,3,-3
NC1=NC(=O)C(Cc2cccc(Cl)c2)S1 (configuration not stated),0,3.8,5,-9,-4,5,-22,-1,-1
O=C(CSc1ccc(-c2ccccn2)nn1)N1CCCC1,-10,-0.1,8,-9,-11,-2,30,-1,-2
Cc1ccc(C(=O)CN(CCCC(N)=O)C(=O)c2ccncc2)cc1,2,2.6,7,5,6,-10,8,0,-7
COc1ccc(CCNC(=O)c2c(Cl)ccc(Cl)c2OC)cc1OC,5,2.6,-16,3,-19,1,-7,-7,-5
C[C@H](CO)N1C[C@H](C)[C@@H](CN(C)Cc2ccc(Cl)c(Cl)c2)Oc2c(NC(=O)CCC(F)(F)F)cccc2C1=O,10,1.6,0,-14,-2,-8,15,0,8
COCCNC(=O)COc1ccc(N(C)S(=O)(=O)c2ccc3ccccc3c2)cc1,15,-0.6,6,13,14,9,17,-3,-6
Cc1c(C(=O)NC(C)C)oc2c1-c1[nH]ncc1CC2,1,-2.0,1,7,3,2,23,8,5
NC(=O)c1cccc(S(=O)(=O)N2CCCCC2)c1,0,-1.1,15,-4,-5,3,12,-1,1
COc1ccc(C2(C(=O)NCCCN3CCOCC3)CCOCC2)cc1,4,-1.2,18,4,-5,5,-26,2,-4
COc1ccc(C2CC(c3ccccc3)=NN2C(=O)COC(=O)c2cccc(N)c2)cc1 (configuration not stated),-4,1.2,1,9,10,4,28,-1,16
Cc1[nH]n(-c2ccccc2)c(=O)c1N=Nc1ccccc1,8,1.8,-184,15,-84,15,-165,-2,9
Cc1nnc(-c2cccc(Br)c2)c2cn(-c3ccc(Br)cc3)nc12,-3,1.2,13,18,6,1,20,3,5
CCCCc1ccc(NC(=O)C(=O)NCCN2CCN(C(=O)c3ccc([N+](=O)[O-])cc3)CC2)cc1,47,4.0,-3,3,28,-14,6,1,3
COc1cccc(-c2csc(NC(=O)Oc3ccccc3)n2)c1,-17,1.6,-19,16,-23,-1,-1,2,-3
CCn1c(=O)cc(OCC(=O)Nc2ccccc2C#N)c2ccccc21,6,0.0,4,-6,9,1,21,0,-1
COc1ccc(NC(=O)Oc2ccccc2)cc1Cl,-22,-0.7,-25,-3,-33,23,-24,0,7
COc1ccc(/C=C2\SC(=S)N(CCC(=O)Nc3cccc(O)c3)C2=O)cc1OC,-9,1.4,37*,4,-10,2,21,-3,-6

# Four structures out of the list, sorted by length of the SMILES, low to high:
SMILES,Gli-Sufu block,UPR CHOP act,697 NFkB inh,CCR6 antag,Jurkat NFkB inh,CXCR6 block,Mdm2-MdmX inh,XBP1 UPR activ,EBI2 block
NC(=S)NNC(=O)c1cccc(Br)c1,.,-1.4,3,.,-1,.,-17,2,.
NC(=O)c1cccc(S(=O)(=O)N2CCCCC2)c1,0,-1.1,15,-4,-5,3,12,-1,1
CCOC(CC(=O)NNC(=O)c1c(-c2c(Cl)cccc2Cl)noc1C)OCC,5,2.3,6,2,15,-4,0,-1,5
COCCNC(=O)COc1ccc(N(C)S(=O)(=O)c2ccc3ccccc3c2)cc1,15,-0.6,6,13,14,9,17,-3,-6

# (list continues)
SMILES,Gli-Sufu block,UPR CHOP act,697 NFkB inh,CCR6 antag,Jurkat NFkB inh,CXCR6 block,Mdm2-MdmX inh,XBP1 UPR activ,EBI2 block
CC1CC(C(F)(F)F)n2nc(C(=O)O)cc2N1 (configuration not stated),3,-1.9,8,8,3,1,14,-1,-7
COc1cc(C2c3[nH]c4ccccc4c3C[C@H]3C(=O)N(C4CC4)CC(=O)N23)ccc1OC(C)C (some centres not stated),1,0.5,3,4,-8,-6,27,-7,8
C=CCn1c(SCc2c(F)c(F)c(F)c(F)c2F)nc(O)cc1=O,27,0.1,14,-3,10,-1,0,-3,-9
O=C(NCc1ccon1)c1ccc(OC2CCN(CCc3ccccc3)CC2)cc1,30,-2.2,16,12,11,-3,0,-3,0
O=C(COC(=O)CC12CC3CC(CC(C3)C1)C2)Nc1cccnc1Cl,3,1.0,14,-1,-3,-7,8,0,-7
CC(C)CNC(=O)COc1ncnc2sccc12,-6,1.0,10,-15,6,20,9,-1,-22
O=C(Nc1ccccc1)c1cn2ccccc2n1,-43,-3.2,-171,-1,-117,-5,9,-5,3
COc1ccc(C)cc1NC(=O)COC(=O)c1ccc2c(c1)OCCO2,-1,1.9,2,1,17,-1,6,-1,-12
Cn1cc(CN2CCCC(C(=O)c3nccn3C)C2)c(-c2cccc(Cl)c2)n1 (configuration not stated),15,-0.8,1,2,0,5,0,-2,-2
COc1ccc(N2C(=O)CSCC2=O)cc1OC,-1,0.1,8,4,-2,-10,7,-1,-2
CC1CCCCC1NC(=O)COCc1cc(-c2cccs2)on1 (configuration not stated),6,-2.1,-65,15,-3,4,-6,-3,-5
Cc1nc(-c2ccccc2)sc1C1(C)CC(c2ccc([N+](=O)[O-])cc2)=NO1 (configuration not stated),-19,0.8,15,-1,-10,-11,6,-2,-23
COc1ccccc1N(CC(=O)NCc1ccc2c(c1)OCO2)C(=O)CCC(=O)Nc1nccs1,-7,-0.4,2,5,-16,4,16,-1,-16
O=C(c1ccncc1)c1ccc([N+](=O)[O-])cc1,-10,1.3,5,-24,6,-16,4,-1,-6
O=c1[nH]cnc2c1C1(CCCC1)Cc1ccccc1-2,-2,-1.1,11,-27,5,-13,-5,-2,-10
CCCCS(=O)(=O)Nc1ccc(Cc2ccncc2)cc1,2,-0.2,1,11,9,-4,-10,-4,0
COc1cccc(-n2nnc3c(=O)n(Cc4ccc(Cl)cc4)cnc32)c1,-16,0.2,6,11,4,6,-43,4,2
CCOc1ncccc1C(=O)N(C)CC1COc2ccccc2O1 (configuration not stated),-23,-1.0,14,3,1,0,5,-5,5
Cc1ccc(/C=C2\SC(=S)N(Cc3ccccc3)C2=O)o1,12,-0.8,0,17,-2,8,20,-1,9
CC(=O)Nc1nc2ccccc2n1CCN(C)C,7,0.9,7,6,3,-1,34,-3,-1
COC(=O)CN(c1ccc(OCc2ccccc2)cc1)S(C)(=O)=O,-11,2.1,-3,-1,10,6,-5,0,-1
Cc1nnc(SC(C)C(=O)NC2CCCCC2)s1 (configuration not stated),-4,0.4,-5,-6,8,1,12,-1,5
O=[N+]([O-])c1ccc(S(=O)(=O)NCC(c2cccnc2)N2CCc3ccccc3C2)cc1 (configuration not stated),7,0.5,15,-3,14,-18,7,-2,8
Nc1nccnc1C(=O)N/N=C/c1ccco1,-14,2.9,-5,10,-7,10,30,-2,-5
CCn1c(SCC(=O)Nc2sc(C)c(C)c2C#N)nnc1C1CC1,7,-1.4,30,7,7,-2,-23,0,-4

# Some values from the list.
# O=C(CSc1ccc(-c2ccccn2)nn1)N1CCCC1 – Mdm2-MdmX inh = 30
# COC(=O)CN(c1ccc(OCc2ccccc2)cc1)S(C)(=O)=O – CXCR6 block = 6
# Cc1c(C(=O)NC(C)C)oc2c1-c1[nH]ncc1CC2 – CXCR6 block = 2

# Carrying on.
SMILES,Gli-Sufu block,UPR CHOP act,697 NFkB inh,CCR6 antag,Jurkat NFkB inh,CXCR6 block,Mdm2-MdmX inh,XBP1 UPR activ,EBI2 block
Cc1ccc(S(=O)(=O)N2CCN(Cc3cccc(F)c3)CC2)cc1,6,0.3,3,2,-1,-5,-43,-3,11
Cc1cccc(NS(=O)(=O)c2ccc3c(c2)NC(=O)CC(=O)N3)c1,-2,1.4,-4,8,9,10,11,-3,-12
CCc1ncc(C(=O)c2ccc(OC)cc2)n1C,-11,-0.9,-4,14,-7,0,3,-2,3
CCCCOc1ccc2c(C)cc(=O)oc2c1OCCCC,6,-1.9,10,20,0,6,11,-2,20
O=S(=O)(Nc1ccncc1)c1ccc(Cl)cc1,1,-1.8,16,-8,-5,5,-9,1,-5
Cc1ccc(N(CC(=O)NC(C)C)C(=O)CCC(=O)Nc2ccccn2)cc1,-19,3.6,1,3,-18,-1,-12,-1,-8
C=CCn1c(SCC(=O)NCc2ccc3c(c2)OCO3)nc2scc(-c3ccc(F)cc3)c2c1=O,9,1.8,2,12,3,1,36,1,9
CC(C)C(=O)N(c1ccc(F)cc1)C1C=CS(=O)(=O)C1 (configuration not stated),-18,.,.,6,.,6,.,.,0
COc1ccc(-c2cc(N)n(S(=O)(=O)c3ccc(C)cc3)n2)c(OC)c1,6,1.0,7,19,-2,0,-6,-3,2
CCOc1cc(/C=C2\SC(=N)N(c3nccs3)C2=O)ccc1OCCN1CCOCC1,4,10,16,34,-1,24,39,8,-10
Cc1ccccc1OCC(=O)Nc1ccc2oc(=O)ccc2c1,-4,1.3,-18,10,-14,5,-7,0,10
Cc1nc2c(=O)n(-c3ccc(F)cc3F)nc(C)c2s1,1,2.1,6,-4,10,0,15,-2,5
COc1ccc(NC(=O)Cn2nc([N+](=O)[O-])c(Cl)c2C)cc1OC,-3,-1.9,8,10,3,0,-5,2,10
CCc1cccc(NC(=O)COc2ccccc2)c1,1,1.1,-5,7,-22,-2,-19,0,-1
Cc1ccccc1-c1nnc(-c2ccccc2C)o1,-36,4.6,-138,4,-72,-2,-149,4,2
O=C(O)c1ccc(S(=O)(=O)N2CCC(c3nc(-c4ccccc4Cl)no3)CC2)cc1,1,-1.2,4,-3,6,4,-12,-2,3
CN=C1S/C(=C\c2cccn2-c2cccc(Br)c2)C(=O)N1C,-3,0.8,2,11,2,.,-6,0,.
O=C(COC(=O)c1ccccc1Br)Nc1ccc(F)cc1,-5,7.8,-3,5,2,0,-10,4,-5
CCCCCC(O)(c1ccccc1)C(CN1CCOCC1)c1ccccc1 (configuration not stated),14,1.2,2,17,-4,7,11,-5,19
c1ccc2c(c1)OCCOCCOCCOCCOCCOc1ccccc1OCCOCCOCCO2,20,2.6,-1,1,16,-16,23,1,4
COc1cccc(C2c3[nH]c4ccccc4c3CCN2Cc2cnn(C)c2)c1 (configuration not stated),-1,6.2,21,12,0,-3,-26,0,0
Cc1ccc(/C=C/C(=O)c2c(C)cc(C)[nH]c2=O)cc1,0,-0.1,5,2,8,-12,70*,6,4
O=C(COC(=O)c1cccs1)Nc1ccc(Cl)cn1,-2,3.6,7,-3,3,9,-17,5,0
O=[N+]([O-])c1nn(-c2ccc3c(c2)OCCO3)n(O)c1=NC1CCCC1,-17,5.7,-75,-2,-54,-10,-100,1,-2
Cc1ccc(S(=O)(=O)N(C)CC(=O)OCC(=O)NC(c2ccccc2)c2ccccc2)cc1,0,-1.3,-9,3,-10,1,4,0,-4
